SIAE primary: blocks human sialic acid acetylesterase | Q9HAT2 | actives 0.69% (n = 370,000) | SIAE FP-Rh probe binding, fluorescence polarization | AID 1053197 | inhibition, % at 9.66 µM;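 active = inhibition above a cutoff: mean of compounds within the control limits plus 3 SD of those, cut at about 17% in these data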;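 note: 0% = plate median of compound wells and 100% = probe without SIAE protein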
MBD2 DNA inh: inhibitors of human MBD2 binding to methylated oligonucleotide; TR-FRET; Q9UBB5; inhibition, % at 4.4 µM; actives 0.31% (n = 370,000); in the data active = inhibition above about 13%
KLK7 zymogen act: activators of human kallikrein-7 zymogen. purified proKLK7, EDANS-DABCYL substrate fluorescence; 100% is mature enzyme control, 0% vehicle. activation, % at 7 µM. actives 0.9% (n = 370,000). P49862;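 active = activation above the mean of all tested compounds plus 3 SD, computed per campaign excluding outliers beyond control limits, cut at about 13% in these data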
Target sequence (P49862 whole entry, looked up): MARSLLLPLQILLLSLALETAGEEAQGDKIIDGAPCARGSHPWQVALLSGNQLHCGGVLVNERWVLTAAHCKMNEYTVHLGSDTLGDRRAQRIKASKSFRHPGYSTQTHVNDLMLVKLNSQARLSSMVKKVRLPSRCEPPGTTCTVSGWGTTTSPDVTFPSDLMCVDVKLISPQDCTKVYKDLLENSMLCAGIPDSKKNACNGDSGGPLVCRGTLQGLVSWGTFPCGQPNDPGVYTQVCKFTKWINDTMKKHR
Tn7 DDE FP: disrupts Tn7 cyclic peptide binding to fibrin D-Dimer-E complex. P02675. FP displacement of FITC-Tn7 peptide from fibrin DD(E); 0% = median of compound wells per plate. AID 720508. actives 0.13% (n = 370,000). inhibition, % at 8.3 µM;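 active = inhibition above the mean of compounds falling within the control limits plus 3 SD of them, cut at about 14% in these data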;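 note: 0% = plate median of compound wells and 100% = 10 µM Aha-Tn7 peptide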
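assay system = human clot-derived fibrin DD(E) complex | quantity = Fibrin-DD(E) at 2 µM final | timing = 10 min preincubation, 3 h with tracer, room temperature | signal = fluorescence polarization | measure = percent inhibition | benchmarks = high control wells with 10 µM unlabelled Aha-Tn7 peptide (full inhibition) | replicates = singlicate testing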
LEDGF integ inh: blocks HIV-1 LEDGF/p75-dependent DNA integration | TR-FRET IN-LEDGF/p75 DNA integration, Eu/Cy5 | inhibition, % at 3.7 µM | actives 0.64% (n = 370,000);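 active = inhibition above the screen-wide mean plus 3 SD, cut at about 13% in these data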;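 note: signal is the Cy5 over europium emission ratio at 671 and 618 nm; 0% = plate median of compound wells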
PRMT1 FP inh: PRMT1 (human) inhibition, primary screen; actives 1.3% (n = 370,000); inhibition, % at 2.79 µM; recombinant PRMT1, activity-based probe fluorescence polarization; Q99873; AID 652257;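 active = inhibition above about 21% made by adding two undisclosed values, limit read from the data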
Target sequence (Q99873 whole entry, looked up): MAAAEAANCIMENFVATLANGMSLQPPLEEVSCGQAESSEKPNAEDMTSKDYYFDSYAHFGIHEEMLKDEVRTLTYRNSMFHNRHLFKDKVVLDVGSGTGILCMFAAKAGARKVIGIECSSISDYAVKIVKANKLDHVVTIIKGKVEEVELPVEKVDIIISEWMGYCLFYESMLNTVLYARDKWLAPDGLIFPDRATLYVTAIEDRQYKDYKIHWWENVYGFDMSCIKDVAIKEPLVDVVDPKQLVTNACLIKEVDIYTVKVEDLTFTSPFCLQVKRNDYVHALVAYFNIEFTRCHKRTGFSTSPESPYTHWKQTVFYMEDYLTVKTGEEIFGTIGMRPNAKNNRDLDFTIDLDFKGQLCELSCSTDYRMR
DDE Tn6 FP inh: disrupts Tn6 cyclic peptide binding to fibrin D-Dimer-E complex | P02675 | Fibrin DD(E) TRITC-Tn6 fluorescence polarization displacement | actives 0.21% (n = 370,000) | inhibition, % at 8.3 µM;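 active = inhibition above a per-campaign cutoff: mean of compounds within control limits plus 3 SD, cut at about 15% in these data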;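 note: 0% = median of all compound wells on the plate and 100% = blocking peptide control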
TCR-CD3 inh: human TCR-CD3 binding inhibition; actives 0.37% (n = 360,000); TAMRA-labeled TCR probe fluorescence, biochemical; inhibition, % at 9.4 µM; in the data active = inhibition above about 19%;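 note: recombinant mutant TCR 2C K166C tagged with TAMRA read by polarization; 0% = receptor in buffer alone and 100% = receptor with positive control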
UHRF1 binding: human UHRF1 methylated DNA binding inhibitors. UHRF1 binding to methylated oligo, TR-FRET. inhibition, % at 4.4 µM. actives 0.75% (n = 370,000). AID 687016; in the data active = inhibition above about 21%;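 note: UHRF1 SRA domain binding a hemimethylated CpG hairpin DNA probe; 0% = median of test compound wells and 100% = reference inhibitor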
TDP2 inh: TDP2 (human) inhibition, absorbance primary screen; O95551; recombinant TDP2, T5PNP hydrolysis, p-nitrophenol absorbance 415 nm; inhibition, % at 12.8 µM; actives 0.34% (n = 370,000); AID 720702;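 active = inhibition above the mean of all tested compounds plus 3 SD, set per campaign, cut at about 25% in these data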;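 note: 0% = DMSO with enzyme and 100% = buffer with substrate but no TDP2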
Target sequence (O95551 whole entry, looked up): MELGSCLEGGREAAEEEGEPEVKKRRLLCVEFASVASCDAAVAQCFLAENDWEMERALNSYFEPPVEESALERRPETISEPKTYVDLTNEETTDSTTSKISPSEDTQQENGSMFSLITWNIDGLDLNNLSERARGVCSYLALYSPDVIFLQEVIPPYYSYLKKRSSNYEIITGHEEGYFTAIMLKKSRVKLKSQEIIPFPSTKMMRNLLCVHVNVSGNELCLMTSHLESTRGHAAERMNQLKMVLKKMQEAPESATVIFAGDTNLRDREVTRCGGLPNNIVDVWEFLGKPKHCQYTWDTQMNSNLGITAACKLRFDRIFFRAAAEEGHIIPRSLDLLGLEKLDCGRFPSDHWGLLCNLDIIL
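Incubation: 2 h at 37 °C; Test system: recombinant human TDP2; Quantity: enzyme 120 nM; Read-out basis: percent inhibition; Medium: 50 mM Tris-HCl pH 7.5 with Mg2+, KCl, DTT, BSA; Repeats: single replicate; Compound: 12.8 µM single point, 1% DMSO; Signal: epi absorbance; Reagent: 5 mM T5PNP chromogenic substrate; Benchmarks: no-enzyme high, DMSO-plus-enzyme low.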
* hit, by the source's call; . = no result given. Random draw from the library. Share with any hit: about 4.6%.

SMILES	SIAE primary	MBD2 DNA inh	KLK7 zymogen act	Tn7 DDE FP	LEDGF integ inh	PRMT1 FP inh	DDE Tn6 FP inh	TCR-CD3 inh	UHRF1 binding	TDP2 inh
Cc1cccc(NC(=O)CSc2nnnn2C)n1	0	0	-0.2	-10	1	-3	3	10	-2	11
CCOC(=O)C1C(=O)CC(C)(O)C(C(=O)OCC)C1c1ccccc1OC (configuration not stated)	3	0	-0.1	-2	-3	-2	-7	-1	1	10
C=CCN1C(=O)/C(=C2/Sc3ccc(OC)cc3N2CC)SC1=S	-2	-2	0.0	5	-6	0	1	1	0	4
Cc1ccc2c(c1)NC(=O)C(CC(=O)N(C)Cc1ccccc1)O2 (configuration not stated)	-11	7	0.4	9	0	16	-4	-12	0	-6
COc1ccc(C(=O)Nc2ccc3c(c2)nc(CCNC(=O)c2ccco2)n3C)cc1	1	0	-0.6	-6	0	1	-3	0	2	5
Cc1cccc(C)c1NC(=O)CN1CCN(C(=O)c2ccc(OCc3cn4ccccc4n3)cc2)CC1	3	0	0.2	6	1	1	-7	-1	5	7
CCCCOCCCNC(=O)C[C@H]1C[C@@]2(C(=O)OC)C(=C[C@H](C(C)(C)C)O[C@@H]2C)N(Cc2ccco2)C1=O	2	1	0.3	-4	3	-2	-7	.	1	1
O=C(O)c1cc(-c2c[nH]c3ccccc23)nc2ccc3ccccc3c12	-3	1	1.1	2	1	4	-9	2	21*	5
CC(=O)C1=C(C)NC(=O)NC1/C=C/c1ccccc1 (configuration not stated)	-3	1	-0.1	8	1	-4	12	9	1	1
CCN(CC)c1ccc(/C=N/NC(=O)c2ccc3c(c2)OCCO3)cc1	7	3	1.9	-8	2	-5	-5	7	-3	-19
Cc1cccc(Cn2cnc3c(NS(C)(=O)=O)c(C)c(C)cc32)c1	6	1	-0.1	6	-1	-1	0	-4	4	11
Cc1ccc(NC(=O)c2cc(Cl)nc3ccccc23)cc1	-7	-2	0.1	3	-1	0	5	3	-4	0
CCOc1ccc(OCCOC(=O)CN2C(=O)NC3(CCCC3)C2=O)cc1	9	7	-0.7	11	0	2	1	4	2	-22
COc1ccc(N2C(=O)C(C)C(Cc3ccc(C)cc3)C2=O)cc1 (configuration not stated)	-2	1	-0.6	-5	1	2	-5	0	3	-1
CCCCC(CC)CNC(=O)c1cccs1 (configuration not stated)	0	-2	-0.3	-1	-1	2	4	0	-2	-4
CC1Cc2ccccc2N1CC(=O)N(C)c1c(N)n(Cc2ccccc2)c(=O)[nH]c1=O (configuration not stated)	-11	-2	-2.5	-1	7	8	2	-2	-8	-12
O=C(c1ccc(F)cc1)N1CCCC(C(=O)N2CCN(c3ccccc3)CC2)C1 (configuration not stated)	-6	-2	-0.5	-6	-1	0	-7	-9	-2	9
CCOC(=O)n1c(=O)n(Cc2ccc(Cl)c(Cl)c2)c2ccccc21	2	-2	0.5	6	6	-1	3	4	0	-4
O=C(COc1ccccc1-c1ccccc1)c1ccccc1	-3	-1	-0.2	-2	-1	4	9	5	-5	7
O=C(CN1C(=O)c2ccccc2S1(=O)=O)Nc1ccc(S(=O)(=O)N2CCCCCC2)cc1	-10	-4	0.2	-5	0	1	-8	9	2	8
C=CC[C@]12CC=CC(=O)[C@@]1(O)O[C@H](c1ccc(OC)c(OC)c1)[C@H]2C	2	-1	-0.2	-1	-3	1	-1	-1	-1	-1
O=C(c1cc(-c2ccco2)nc2ccccc12)N1CCCC(C(F)(F)F)C1 (configuration not stated)	2	10	48*	5	3	16	1	-1	15	-2
CCOC(=O)[C@]12CCCC=C1N(CCCOC)C(=O)[C@@H]2CC(=O)NCCc1ccccc1OC	1	-4	-0.8	-6	11	-8	-4	.	0	-7
CC1(C)NC(=O)N(CC(=O)Nc2cc(C(F)(F)F)cc(C(F)(F)F)c2)C1=O	-2	-2	0.3	2	1	1	-1	2	1	6
O=C(Nc1ccn(-c2ccccc2)n1)c1ccccc1Br	-9	10	0.8	5	-1	3	-8	1	13	0

An excerpt of these results, with values under each structure.
Every second line gives: SIAE primary, MBD2 DNA inh, KLK7 zymogen act, Tn7 DDE FP, LEDGF integ inh, PRMT1 FP inh, DDE Tn6 FP inh, TCR-CD3 inh, UHRF1 binding, TDP2 inh
CCOc1ccc(OCCOC(=O)CN2C(=O)NC3(CCCC3)C2=O)cc1
    9, 7, -0.7, 11, 0, 2, 1, 4, 2, -22
COc1ccc(N2C(=O)C(C)C(Cc3ccc(C)cc3)C2=O)cc1 (configuration not stated)
    -2, 1, -0.6, -5, 1, 2, -5, 0, 3, -1

The list continues:
SMILES	SIAE primary	MBD2 DNA inh	KLK7 zymogen act	Tn7 DDE FP	LEDGF integ inh	PRMT1 FP inh	DDE Tn6 FP inh	TCR-CD3 inh	UHRF1 binding	TDP2 inh
CC1c2nc3ccccc3n2C(CC(=O)NC2CC2)C(=O)N1Cc1ccccc1 (configuration not stated)	-5	-3	-0.2	2	4	-2	3	3	8	-1
O=C(c1ccc(COc2ccccc2[N+](=O)[O-])o1)N1CCCCC1	8	-6	0.2	3	0	0	3	3	-3	8
C/C(=N\NC(=O)c1c([N+](=O)[O-])c(C)nn1C)c1ccc(NC(=O)c2ccc(C)o2)cc1	-4	4	0.1	3	-2	3	4	-3	4	0
CC(C)(C)OC(=O)NCCc1n[nH]c(=S)o1	9	-1	-0.2	-6	3	-2	-4	1	1	-6
Cc1cccc(OCC(=O)N(C)c2c(N)n(Cc3ccccc3)c(=O)[nH]c2=O)c1C	5	5	-0.1	-3	1	0	2	-10	15	15
Cc1cc([N+](=O)[O-])ccc1N1C(=O)c2ccc(C(=O)Nc3ccccc3C(=O)O)cc2C1=O	-15	5	-0.5	11	-4	8	10	-7	0	-17
Nc1nc(COc2ccccc2C=O)nc(Nc2ccccc2)n1	-16	6	-0.2	6	-1	2	-1	-2	2	11
Cc1nn(CCC(=O)NNC(=S)Nc2ccc(F)cc2)c(C)c1[N+](=O)[O-]	-1	-1	0.6	2	1	-1	-3	9	-4	3
Brc1ccc(C2Nc3cccc4cccc(c34)N2)cc1	2	2	-0.5	-8	-4	13	-6	-5	-3	5
CCCCn1c(N)c(N(CC(C)C)C(=O)C2CC(=O)N(CCc3ccccc3)C2)c(=O)[nH]c1=O (configuration not stated)	-4	3	-0.2	2	3	-1	-6	1	-1	4
Cc1ccc(-c2c(CC(=O)O)c(C)nc3sc4c(c23)CCCC4)cc1	6	0	-0.3	4	11	1	-3	7	0	17
O=C(c1cnn(C(=O)c2ccccc2F)c1)c1ccccc1O	6	-2	3.1	-6	3	2	2	2	-3	6
CN(C)C(=O)CCc1ccc2c3c([nH]c2c1)[C@]1(CCC2CCCC2)[C@@H](C(=O)N2CCOCC2)C[C@H](CC(=O)NCc2ccco2)C(=O)N1CC3	0	-1	0.5	-6	1	-5	-9	-5	2	-16
O=c1cnc2ccccc2n1Cc1ccccc1	-6	1	0.4	0	-1	1	0	1	0	5
Cc1cccc(N2CCN(C(=O)CCNS(=O)(=O)c3ccc4c(c3)oc(=O)n4C)CC2C)c1 (configuration not stated)	-1	1	0.3	2	0	4	-6	2	3	-1
COc1ccc(C(=O)NNC(=O)Cc2nc3nc(C)cc(C)n3n2)cc1	0	0	0.7	-1	0	-1	2	8	-2	8
COc1cc(OC)cc(C(=O)N/N=C/c2ccc(OC)c(COc3ccc(F)cc3)c2)c1	-83	2	-10	0	-2	-2	-9	12	-2	3
O=C(NCc1ccco1)C(c1ccccc1)N(C(=O)Cc1cccs1)c1ccccc1F (configuration not stated)	1	3	-0.3	10	1	-2	8	1	-3	0
COc1ccc(CCC(=O)Nc2ccc(S(=O)(=O)Nc3nccc(C)n3)cc2)cc1	-8	-4	-0.1	2	-1	0	2	1	-2	8
CN(C1CCCCC1)S(=O)(=O)c1ccc(S(=O)(=O)N(CC(=O)Nc2ccccc2)C2CC2)cc1	-4	4	0.1	0	-5	4	6	0	3	2
CCOC(=O)c1c(NC(=O)COC(=O)CNC(=O)c2ccco2)sc(C(C)=O)c1C	-4	-4	-0.1	1	-3	3	-3	1	-5	7
CSc1n[nH]c(=O)n1-c1ccc(Cl)cc1	-1	6	0.3	1	-1	-2	-1	-7	2	-2
CN1CCN(C(=O)/C=C/c2c(F)cccc2Cl)CC1	2	1	0.0	8	-2	1	4	5	-2	3
O=S(=O)(c1cc(Cl)ccc1Cl)N1CCC2(CC1)OCCO2	-1	3	0.0	-2	4	-6	0	7	-4	-9
O=C(NCc1ccccn1)c1ccccc1OCc1ccc(F)cc1	-4	3	0.1	6	-2	4	1	4	0	-2

(listing goes on)
SMILES	SIAE primary	MBD2 DNA inh	KLK7 zymogen act	Tn7 DDE FP	LEDGF integ inh	PRMT1 FP inh	DDE Tn6 FP inh	TCR-CD3 inh	UHRF1 binding	TDP2 inh
COc1cc(OC)c(/C=N/NC(=O)c2ccc(Cn3nc([N+](=O)[O-])cc3C)cc2)c(OC)c1	1	-1	1.2	1	-2	0	-3	-4	2	-7
O=C(NC1CCCCC1)C(c1ccc(F)cc1)N(Cc1cccs1)C(=O)CN1C(=O)c2ccccc2S1(=O)=O (configuration not stated)	0	-3	0.5	-8	1	-1	1	-4	4	-11
O=C(CSc1nnc(-c2cccc(F)c2)o1)Nc1nncs1	10	-3	-0.2	-1	4	-2	1	-2	2	-10
CCOC(=O)c1cc(-c2ccccc2)sc1NC(=O)C(C)OC(=O)c1cccc(S(=O)(=O)N(C)C)c1 (configuration not stated)	-2	2	0.3	4	1	-2	1	0	-1	1
c1ccc(-c2csc(Cc3nnc4n3CCCCC4)n2)cc1	-5	5	-0.2	4	-4	2	-1	5	-1	-3
COc1cccc(NC(=O)COC(=O)CNC(=O)C2CCCCC2)c1	4	3	-0.2	-4	-2	2	3	0	2	4
CCCN1CCN(C(=O)c2nn(-c3ccc(OC)cc3)c(=O)c3c2c2ccccc2n3C)CC1	4	3	-0.4	4	0	-2	0	4	0	-8
Cc1ccc(C2(C)NC(=O)N(CC(=O)Nc3ccc(Cl)c(S(=O)(=O)N4CCCCC4)c3)C2=O)cc1 (configuration not stated)	-26	2	0.1	1	-8	3	-3	-3	4	-13
CC(=O)Nc1ccccc1NC(=O)C/C(C)=N/NC(=O)c1ccc([N+](=O)[O-])c(Cl)c1	-6	-2	0.5	12	-4	1	8	0	-1	-17
Cc1ccc(S(=O)(=O)NNc2ccccc2)c(C)c1	3	1	0.1	5	-1	5	-11	9	-1	-3
O=c1cc(NCc2ccccc2)c2ccccc2o1	-1	-3	0.4	-1	3	1	1	7	0	6
Cc1ccc(N/N=C/c2ccc3c(c2)OCCO3)cc1Cl	-1	-4	0.0	0	1	2	-1	4	0	1
O=C(C1CCCC1)N(c1ccccc1)C1C=CS(=O)(=O)C1 (configuration not stated)	3	-2	0.3	1	1	-2	-1	-5	-1	12
COC(=O)C1=CN(c2ccc(N3CCOCC3)cc2)C(N)=C(C#N)C1c1cccc(OC)c1OC (configuration not stated)	-3	3	0.4	2	2	8	-10	-4	4	-13
CCSc1nc2nccnc2c(=O)[nH]1	7	-4	1.9	-3	0	-1	3	1	-2	-7
Cc1sc2ncnc(N3CCN(Cc4ccccc4)CC3)c2c1-c1ccccc1	-2	-6	0.5	-1	-1	2	-8	-1	-1	10
